# Screening results from PubChem BioAssay.
# CFTR F508del cor: correctors of CFTR F508del function in bronchial epithelial cells. actives 0.36% (n = 350,000). AID 720511. CFBE cells, YFP halide quenching; stimulated with forskolin plus potentiator P3; % fluorescence drop versus neutral controls. activity (quench increase), % at 7.58 µM;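 active = mean added fluorescence quench of at least 8% versus neutral control, with both replicates also reaching 8%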;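 note: cells transiently co-express mutant CFTR-F508del with the halide-sensitive YFP; corrector assay measuring rescue of mutant channel to the surface after 24 h compound exposure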
# miR122 inh: inhibitors of miR-122 in Huh7 cells | activation (reporter increase), % at 12.5 µM | Huh7 miR-122 Renilla luciferase sensor, 48 h; neutral wells = 0, positive control = 100 | actives 0.3% (n = 340,000);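 active = mean replicate activation score at least 90 and every replicate individually at or above 90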;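 note: higher luciferase means less miR-122 activity so hits act as miR-122 inhibitors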
# PGC1a acetyl inh: lowers PGC1a acetylation signal in U2OS cells | AlphaScreen anti-acetyl-lysine; with virally co-expressed GCN5 acetyltransferase | inhibition, % at 15.6 µM | actives 0.17% (n = 350,000) | AID 651687;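 active = every replicate shows inhibition of at least 40%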;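 note: 0% = neutral control wells and 100% = positive control wells; some results beyond the cut were filed as inactive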
# INS-1E GSIS act: primary screen for activators of insulin secretion dependent on glucose, INS-1E cells, GLuc reporter luminescence; INS-1E GLuc reporter insulin secretion, 2-3 h; activation, % at 16.6 µM; actives 0.61% (n = 370,000);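 active = lowest replicate activation of at least 40%, so every replicate reaches that level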;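 note: 0% = median of neutral control wells and 100% = median of IBMX positive control wells; some compounds called inactive have numbers as strong as hits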
# Statin myotox sup: suppression of simvastatin myotoxicity. C2C12 myotubes + simvastatin, ATP luminescence, 48 h; scaled: DMSO 0, geranylgeraniol control 100. actives 0.78% (n = 330,000). rescue of ATP level, % at 7.49 µM;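 active = mean ATP rescue above about 67%, or every replicate alone reaching that limit, limit read from the data, passing the limit was not always enough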;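 note: myotubes were challenged with 10 µM simvastatin during compound exposure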
# PglD inh: blocks C. jejuni PglD acetyltransferase activity; actives 0.098% (n = 360,000); purified PglD enzyme, DTNB colorimetric CoA detection; inhibition, % at 12.5 µM; in the data active = inhibition above about 16%, passing the limit was not always enough; note: strong numbers were not always called active
# Cneo AK release: causes C. neoformans cell lysis. adenylate kinase release luminescence, 4 h; normalised: neutral wells 0, clomiphene wells 100. lysis activity, % at 15 µM. actives 0.2% (n = 360,000);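 active = mean lysis activity across replicates of at least 80%, whatever share of replicates individually reach that level; inactive = mean lysis activity below 80%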
#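 Assay system: log-phase C. neoformans yeast / Quantity: yeast cell density of 5 × 10^6 cells/mL / Medium: fresh YPD growth medium / Compound: single dose / Timing: static 4 h at 37 °C with compound, 1 h detection / Measured by: adenylate kinase release luminescence / Read-out: lysis from increased AK signal / Benchmarks: Clomiphene as positive lysis control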
# FN deposition inh: fibronectin deposition inhibition; AH1F fibroblasts, Alexa488-fibronectin deposition fluorescence, overnight; inhibition, % at 12.6 µM; actives 0.086% (n = 350,000); AID 743247;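 active = mean inhibition across replicates of 30% or more, regardless of how many single replicates reach that level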;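 note: positive control wells lacked labelled fibronectin entirely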
#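 Material: AH1F fibroblasts assembling fluorescent fibronectin matrix; amount: 10000 AH1F cells/well; medium: DMEM, 2% serum; reagent: Alexa488-fibronectin, 24 nM final in well; dosing: single compound dose, delivered by pin transfer; incubation: 1 h adhesion, overnight exposure; detection: fluorescence after three HBSS washes, excitation 485 nm, emission 525 nm; measure: fibronectin deposition inhibition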
# Starred values were filed as active, the others as inactive; / = no result given; [ ] = dose if it differs, or a comment.
# A first look:
# The line under a structure holds: CFTR F508del cor	miR122 inh	PGC1a acetyl inh	INS-1E GSIS act	Statin myotox sup	PglD inh	Cneo AK release	FN deposition inh
CN1c2ccc(-c3cccc(C#N)c3)cc2[C@@H]2[C@@H](CCN2C(=O)NC2CCCCC2)[C@H]1CO
 : -1.8	-8[16.7 µM]	-11	-19	-3	2	-18	-2
CCSc1nnnn1-c1ccccc1
 : /	/	/	8	5	-6	1	/
Cc1ccccc1C(=O)NCC(=O)NNC(=O)c1cccc(Cl)c1
 : -3.2	-7	-3	-3	-5	3	1	0
CCOc1ccccc1NC(=O)CN1C(=O)C(=O)N(Cc2ccco2)C1=O
 : 1.4	-4	1	2	-5	-1	0	/
Cc1ccc(S(=O)(=O)NN2C(=O)c3ccccc3NC2c2ccco2)cc1 (stereo unspecified)
 : -2.8	-5	-5	0	/	/	/	-11

# All compounds of this part, from the start:
# The line under a structure holds: CFTR F508del cor	miR122 inh	PGC1a acetyl inh	INS-1E GSIS act	Statin myotox sup	PglD inh	Cneo AK release	FN deposition inh
CN1c2ccc(-c3cccc(C#N)c3)cc2[C@@H]2[C@@H](CCN2C(=O)NC2CCCCC2)[C@H]1CO
 : -1.8	-8[16.7 µM]	-11	-19	-3	2	-18	-2
CCSc1nnnn1-c1ccccc1
 : /	/	/	8	5	-6	1	/
Cc1ccccc1C(=O)NCC(=O)NNC(=O)c1cccc(Cl)c1
 : -3.2	-7	-3	-3	-5	3	1	0
CCOc1ccccc1NC(=O)CN1C(=O)C(=O)N(Cc2ccco2)C1=O
 : 1.4	-4	1	2	-5	-1	0	/
Cc1ccc(S(=O)(=O)NN2C(=O)c3ccccc3NC2c2ccco2)cc1 (stereo unspecified)
 : -2.8	-5	-5	0	/	/	/	-11
O=C(COC(=O)c1ccc2ncsc2c1)Nc1ccc(Cl)cc1
 : -4.4	-4	-10	-7	21	5	0	-10
C=CCNC(=O)/C(C#N)=C/c1cc(Br)ccc1OC
 : 5.2	-2	-3	14	0	1	0	-10
CCN1C(=O)[C@@H]2C(C(=O)c3cnccn3)=NN[C@@H]2C1=O
 : 0.7	-4	4	0	/	2	6	9
CCOC(=O)c1c(C)n(OCc2ccccc2)c2ccc3c(no[n+]3[O-])c12
 : /	1	14	14	6	1	-1	-6
CN(C)S(=O)(=O)c1ccc(C(=O)Nc2cc(=O)n(C)c(=O)n2C)cc1
 : /	-3	-10	14	-7	-8	-1	-2
O=C(Nc1ccc2c(c1)OCO2)C1CC(=O)N(c2ccccc2)C1 (stereo unspecified)
 : -0.5	/	/	-5	5	0	6	5
COc1ccc2c(C)c(CC(=O)N3CCN(C(=O)C4COc5ccccc5O4)CC3)c(=O)oc2c1C (stereo unspecified)
 : 1.2	-5	4	-3	14	-5	7	4
COc1ccc([C@@H]2CC=C(C(=O)O)[C@H](c3ccc(F)cc3)N2S(=O)(=O)c2ccc(C)cc2)cc1OC
 : -2.8	/	/	-10	1	5	-3	-9
COc1ccc(N(CC(=O)N2CCCCC2)S(=O)(=O)c2c(C)nn(C)c2C)cc1
 : 4.6	-12	26	13	-4	1	-2	2
Cc1cc(C)c2c(n1)nn1c(NCCCN(C)C)cc(C)nc21
 : /	-16	-11	/	9	4	-1	/
CCOC(=O)[C@H]1[C@H]2COc3ccc(Cl)cc3[C@H]2N2C(=O)CNC(=O)[C@@]12C
 : -0.1	-2	1	/	18	-1	-1	-12
Cc1ccc(-c2cc(NC(=O)CCl)n(-c3ccccc3)n2)cc1
 : /	-1	/	/	-10	2	5	-13
O=C(CCc1nnc2ccc(NCc3ccccc3)nn12)NC1CCCC1
 : -3.3	10	0	-18	-20	2	-1	-10
O=C(C[C@H]1CC[C@@H]2[C@H](COC[C@@H](O)CN2C(=O)c2ccncc2)O1)NC1Cc2ccccc2C1
 : 2.8	-2[16.7 µM]	13	-6	2	2	1	0
COc1ccc(Br)cc1CNc1ccc(N2CCOCC2)cc1
 : -2.5	/	/	-9	-15	-5	-1	-1
CC(C)NC(=O)C1(C)CCN1C(=O)c1ccccc1F (stereo unspecified)
 : -0.4	-2	/	1	0	-6	1	-1
COc1ccccc1NC(=O)CSc1ccc2nnc(-c3ccc(C)cc3)n2n1
 : 0.5	3	13	/	-20	4	-2	1
O=C(N[C@H]1CC[C@@H](CCn2cc(-c3ccccn3)nn2)O[C@H]1CO)c1cccnc1
 : 0.5	/	-5	4	3	7	39	/
O=C(NCc1ccccc1)c1cc(-c2cccc(O)c2)on1
 : -1.4	4	5	38	32	-1	1	-8
Cc1ccc(S(=O)(=O)Nc2cccc3c2O[C@@H](CN(C)Cc2ccncc2)[C@H](C)CN([C@H](C)CO)C3=O)cc1
 : 0.3	6[16.7 µM]	-6	-2	18	-4	-2	-8
COc1ccc(N(C(=O)c2ccco2)C(C(=O)NC2CCCC2)c2ccccc2)cc1 (stereo unspecified)
 : -0.2	/	/	-13	0	-1	0	-1
COc1ccc(NC(=O)N(C)C[C@@H]2Oc3cc(C#CCC(C)C)ccc3S(=O)(=O)N([C@H](C)CO)C[C@H]2C)cc1
 : 3.9	45[16.7 µM]	-13	-44	14	9	0	/
CCOc1c([N+](=O)[O-])cc2c(C)c(C(=O)N3CCN(C)CC3)oc2c1OCC
 : 1.0	-4	-5	12	-11	-1	2	-4
COc1ccc(/C=C/C(=O)Nc2ccc(-n3nncc3-c3ccc(OC)c(OC)c3)cc2)cc1OC
 : /	-5	-14	/	/	5	0	9
O=C(NCCO)C(=O)NCC1OCCCN1S(=O)(=O)c1cccs1 (stereo unspecified)
 : /	-5	9	13	/	13	1	6
CN(CC(=O)O)S(=O)(=O)c1cc(Cl)ccc1Cl
 : 3.7	5	5	1	1	-2	-2	/
CC(C)NC(=O)N(C)C[C@H]1OCCCC[C@@H](C)Oc2ccc(NS(=O)(=O)c3ccccc3)cc2C(=O)N([C@H](C)CO)C[C@@H]1C
 : -0.7	-1[16.7 µM]	9	32	/	-1	1	/
CC(C)NC(=O)NCC[C@@H]1CC[C@@H](NC(=O)c2ccc(F)cc2)[C@@H](CO)O1
 : -1.0	3[16.7 µM]	2	11	11	-1	1	0
C[C@@H]1CN([C@@H](C)CO)S(=O)(=O)c2ccc(Br)cc2O[C@@H]1CN(C)S(C)(=O)=O
 : -1.9	15[16.7 µM]	6	-1	/	1	-6	-1
CC(C)(C)[S@@](=O)N1Cc2cc(C(=O)NCCc3ccncc3)nc(-c3cccc(-c4cccc(C#N)c4)c3)c2[C@H]1CCO
 : 0.3	/	-2	-24	-16	59	28	-15
C[C@H]1CN([C@@H](C)CO)C(=O)c2cc(NC(=O)C3CCCCC3)ccc2O[C@H]1CN(C)C(=O)Nc1ccccc1
 : 4.0	11[16.7 µM]	4	6	6	8	-2	/
CCOC(=O)c1c(C)oc2ccc(OC(=O)N3CCOCC3)cc12
 : -0.2	/	14	15	-7	1	0	/
CCCC(=O)Nn1cnc2c(c1=O)C1(CCCCC1)Cc1ccccc1-2
 : /	4	-5	/	-7	6	-3	-9
CCN(CCCNC(=O)CCn1c(=O)[nH]c2ccccc2c1=O)c1cccc(C)c1
 : /	-5	4	/	3	-4	-1	-2
O=S(=O)(O)c1ccc(NN=Cc2ccccc2O)cc1
 : -0.5	-1	-3	/	3	0	1	-3
C[C@@H]1NC(=O)[C@H](CCC(=O)O)NC(=O)c2cc([N+](=O)[O-])cc(F)c2NCCC[C@@H](C(N)=O)NC1=O
 : -0.8	-1	19	7	-11	-7	0	-1
Cc1ccc(NC(=O)NNC(=O)C2CC(c3cccs3)=NO2)cc1 (stereo unspecified)
 : 1.7	-4	-1	6	-6	3	-1	/
CC(=O)c1cccc(NC(=O)c2ccc(C)o2)c1
 : 2.8	/	-11	0	/	/	/	-7
CCOC(=O)C(=O)N/N=C/c1ccco1
 : 1.6	3	-7	/	/	2	-1	-11
CC(C)C#Cc1cnc2c(c1)C(=O)N([C@H](C)CO)C[C@H](C)[C@H](CN(C)Cc1ccc3c(c1)OCO3)O2
 : /	0[16.7 µM]	-7	-17	18	3	1	/
CCOC(=O)CC1C(C(=O)OCC)ON2OC(C(=O)OC)C(C(=O)OCC)C12 (stereo unspecified)
 : /	1	-3	/	/	-7	2	2
CCc1ccc(C2CC(c3ccc(C)cc3)Nc3nc(N)nn32)cc1 (stereo unspecified)
 : 3.9	2	0	-3	23	-1	0	-4
CCCC(=O)N(c1ccc2oc(C)c(C(C)=O)c2c1)S(=O)(=O)c1ccc(C(=O)O)cc1
 : 1.0	/	/	-1	35	-1	-5	-4
COc1ccc(NC(=O)Nc2cccc3c2O[C@@H](CN(C)C(=O)Nc2ccc(OC)cc2)[C@H](C)CN([C@H](C)CO)C3=O)cc1
 : 5.4	-13[16.7 µM]	13	2	4	3	45	/
Cc1ccccc1NC(=O)N1CCCC(c2nc(-c3ccc(C(C)C)cc3)no2)C1 (stereo unspecified)
 : 2.6	5	-2	-15	-21	4	-4	/

# More records.
# The line under a structure holds: CFTR F508del cor	miR122 inh	PGC1a acetyl inh	INS-1E GSIS act	Statin myotox sup	PglD inh	Cneo AK release	FN deposition inh
COc1ccccc1-c1noc(-c2cccnc2)n1
 : /	4	7	/	-5	-4	-2	-12
Cc1noc(C)c1NC(=O)N(C)C[C@H]1Oc2c(NC(=O)Nc3cccc4ccccc34)cccc2C(=O)N([C@H](C)CO)C[C@H]1C
 : 2.7	6[16.7 µM]	5	1	-7	1	2	/
CS(=O)(=O)N1CCN(C(=O)Cc2ccc([N+](=O)[O-])cc2)CC1
 : 0.2	-1	/	2	-2	5	7	4
Cc1cc(NC(=O)CSc2nc3c(c(=O)n2Cc2ccccc2)SC(C)C3)no1 (stereo unspecified)
 : -0.3	8	-1	/	0	-5	1	-12
CCc1ccc(NC(=O)N2CCN(c3ccccc3)CC2)cc1
 : -2.4	-2	3	-18	0	/	/	4
N#C[C@H]1[C@@H](c2ccccc2)[C@@H](CO)N1S(=O)(=O)c1cccc(F)c1
 : -0.2	/	2	9	10	-2	0	-3
Cc1ccc2c(c1)Oc1ccc(NC(=O)CCCl)cc1C(=O)N2
 : -2.3	5	6	-10	2	-1	1	-2
Cn1c(SCC(=O)N2CCOCC2)nnc1-c1ccc(Cl)cc1Cl
 : /	-2	2	/	-2	0	3	/
CCc1nc2c(OCc3ccc(F)cc3)cccn2c1N(C)C(=O)C(C)C
 : -1.2	0	-3	-2	-20	-5	2	5
O=C(NC1CCCCC1)N1CC2(C1)[C@H](c1ccccc1)[C@H](CO)N2CC1CCCC1
 : -1.5	/	-16	-25	/	/	/	3
O=C(NCc1ccco1)c1cnn2c(C(F)(F)F)cc(-c3ccccc3)nc12
 : -3.8	2	-23	17	-16	-1	-3	/
CC1CCCCC1NC(=O)CSc1nnnn1C (stereo unspecified)
 : 3.6	0	7	-2	-6	-1	-1	2
C[C@@H]1CN([C@@H](C)CO)C(=O)Cc2cc(NS(=O)(=O)c3cccs3)ccc2O[C@H]1CN(C)CC1CCCCC1
 : -5.2	-8[16.7 µM]	-14	-7	11	-2	5	-5
CCC(=O)N(C)C[C@@H]1Oc2cc(-c3ccc(F)cc3)ccc2S(=O)(=O)N([C@H](C)CO)C[C@H]1C
 : 0.1	5[16.7 µM]	-1	3	-22	3	0	/
COc1cccc(S(=O)(=O)N[C@@H]2C=C[C@@H](CC(=O)NCc3ccc(F)cc3)O[C@@H]2CO)c1
 : 0.8	/	8	-1	2	-2	-8	12
O=C(CSc1nc2c(cnn2-c2ccccc2)c(=O)[nH]1)c1ccc(Cl)cc1
 : 0.7	/	0	-8	-6	-2	3	/
